Compound activity as filed in PubChem.
IDE inh – inhibitors of human insulin-degrading enzyme in cells; HEK cells, FAbetaB cleavage, fluorescence polarization; inhibition, % at 5.59 µM; 320,000 tested, 0.41% active; AID 434962;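 active means percent inhibition above the average of all tested compounds plus 3 SD, set per screening campaign, cut at about 16% in these data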;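 further: IDE supplied by intact live HEK cells; FP after avidin binding of uncleaved biotin substrate so inhibition keeps polarization high; 0% = DMSO wells and 100% = 60 µM reference IDE inhibitor Ii1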
GalR3 antagonist – blocks the human galanin receptor 3. O60755. HEK293 GalR3-CNG cAMP membrane potential fluorescence; galR3 body fused to GalR1 C-terminus. inhibition, % at 3 µM. 360,000 tested, 0.44% active. AID 651719;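 active means inhibition above the screen-wide average plus 3 SD, cut at about 13% in these data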;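 further: forskolin and galanin both at EC90 stimulate the cells; cAMP rise reported by CNG channel membrane potential dye signal; 0% = forskolin plus galanin with DMSO and 100% = forskolin alone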
Target sequence (O60755 1-299 limits assumed): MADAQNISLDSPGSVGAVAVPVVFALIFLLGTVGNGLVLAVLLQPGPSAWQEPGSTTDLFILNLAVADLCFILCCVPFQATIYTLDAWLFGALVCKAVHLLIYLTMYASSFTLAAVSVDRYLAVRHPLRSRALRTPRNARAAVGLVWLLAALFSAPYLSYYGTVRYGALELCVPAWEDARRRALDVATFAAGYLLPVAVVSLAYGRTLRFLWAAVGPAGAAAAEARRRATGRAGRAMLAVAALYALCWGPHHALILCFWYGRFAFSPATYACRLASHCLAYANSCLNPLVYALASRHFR
IDE act – IDE (human) activation, cell-based. P14735. HEK cells, FAbeta-B cleavage, fluorescence polarization; 0% vehicle, 100% cell-free pure enzyme wells. activation, % at 5.96 µM. 340,000 tested, 0.073% active;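 active means activation above the mean of all tested compounds plus 3 SD, set per screening campaign, cut at about 17% in these data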
NS3 helicase inh – HCV NS3 helicase inhibition | NS3 helicase DNA unwinding, Cy5 molecular beacon fluorescence | inhibition, % at 10.9 µM | 290,000 tested, 0.56% active;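 active means inhibition above the mean of all tested compounds plus 3 SD, set per campaign, cut at about 35% in these data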;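 further: 0% = DMSO wells and 100% = thioflavine S control wells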
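Measured by: Cy5 fluorescence, 0 and 60 min reads / Assay system: NS3 helicase fragment of HCV / Control set: low DMSO, high thioflavine S at 110 µM / Times: 1 h reaction at 25 °C, ATP-initiated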
IMP-1 inhibitor – blocks Pseudomonas aeruginosa IMP-1 metallo-beta-lactamase | purified IMP-1, nitrocefin hydrolysis, epi-absorbance fluorescence | inhibition, % at 5.6 µM | 290,000 tested, 0.45% active | AID 1556;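 active means inhibition above the mean plus 3 SD of all compounds in the same screening run, cut at about 4.5% in these data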;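 further: 0% = IMP-1 with DMSO and 100% = DMSO wells lacking enzyme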
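Assay system: purified IMP-1; Quantity: IMP-1 0.2 nM before substrate addition; Medium: HEPES buffer pH 7.1 with ZnSO4 and Brij 35; Incubation: 15 min enzyme–compound preincubation, then 25 min nitrocefin reaction, 25 °C; Signal: fluorescence quenching readout, ex 480/em 530 nm; Controls: DMSO with and without IMP-1; Repeats: singlicate testing.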
VIM-2 inh – inhibitors of Pseudomonas aeruginosa VIM-2 metallo-beta-lactamase; purified VIM-2, nitrocefin hydrolysis, epi-absorbance fluorescence; inhibition, % at 5.6 µM; 290,000 tested, 0.89% active; AID 1527;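 active means inhibition above the mean of all tested compounds plus 3 SD, cutoff set per screening run, cut at about 7.5% in these data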;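 further: red hydrolysis product quenches plate fluorescence so inhibitors raise well fluorescence; 0% = enzyme with DMSO and 100% = DMSO without enzyme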
p-CIP stab down – compounds decreasing mouse p/CIP protein stability. Q05BA5. F442A p/CIP-EGFP cells, EGFP fluorescence, 16 h. decrease of EGFP signal, % at 10 µM. 290,000 tested, 0.01% active. AID 1984;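 active means EGFP signal decrease of at least 30% at 10 µM or well 3 SD below plate mean, unless failing retest; inactive means the rest, including hits failing retest or dose response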; further: some compounds called inactive have numbers as strong as hits; many of its hits are not listed in these tables
CRFR2-BP antag – CRF-BP/CRF-R2 complex antagonism. HEK293 CRF-R2/CRF-BP, CRF-induced calcium fluorescence. inhibition, % at 11.8 µM. 350,000 tested, 0.59% active. AID 588475;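 active means inhibition of the ligand-induced calcium signal above about 50% at the single tested concentration, limit read from the data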
UBC9 SUMO inh – blocks human SUMOylation mediated by UBC9; P63279; HTRF SUMOylation assay, SAE1/SAE2 + UBC9, in vitro; inhibition, % at 35 µM; 290,000 tested, 0.36% active; in the data active means inhibition above about 50%, passing the limit was not always enough; further: strong numbers were not always called active
Target sequence (P63279 whole entry, looked up): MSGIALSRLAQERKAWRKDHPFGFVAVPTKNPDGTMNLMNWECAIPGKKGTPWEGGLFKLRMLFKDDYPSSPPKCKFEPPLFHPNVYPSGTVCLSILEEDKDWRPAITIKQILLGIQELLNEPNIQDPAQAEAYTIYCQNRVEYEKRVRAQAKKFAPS
An asterisk follows results filed as active; . = not tested or not shown. Rows were taken by chance. Share with any hit: about 3.2%.

SMILES	IDE inh	GalR3 antagonist	IDE act	NS3 helicase inh	IMP-1 inhibitor	VIM-2 inh	p-CIP stab down	CRFR2-BP antag	UBC9 SUMO inh
COc1cc(OC)c(OC)cc1CNc1cc(C)ccc1OC	1	-10	-1	-2	-2.0	-1.7	-13	18	-12
COc1cc(CC(=O)OCc2ccccc2F)cc(OC)c1OC	0	-4	5	-4	-3.1	0.5	0	5	4
CSc1n[nH]c(NC(C)=O)n1	-1	-3	0	3	-0.9	-0.6	8	-1	18
CC1(C)C(=O)Nc2ccccc2N1C(=O)Cn1ncc(Cl)c(Cl)c1=O	0	-4	2	47*	-1.8	-0.8	-27	-1	13
CC1CCc2cc(F)cc3c(=O)c(C(=O)O)cn1c23 (stereo unspecified)	-1	-1	7	-1	-2.6	0.3	3	11	-2
C(=N\N(c1ccccc1)c1ccccc1)/c1ccc(N2CCOCC2)s1	0	-3	5	10	-1.9	-6.6	-11	0	10
Cc1ccc(S(=O)(=O)N(C)c2cc(S(N)(=O)=O)c(C)cc2C)cc1	9	-4	-5	-4	-0.9	-1.9	-18	-18	10
COc1ccc(C(=O)NCc2cc(C(C)C)no2)cc1OC1CCN(C(C)C)CC1	-3	-7	3	-10	-1.7	-2.9	7	4	-2
Cc1nnc(NC(=O)CSc2ccc3nnc(-c4cccnc4)n3n2)s1	1	.	.	-16	-0.2	2.3	9	.	12
CS(=O)(=O)Cc1cc(Sc2ccccc2)nc(-c2ccncc2)n1	0	-4	4	1	-2.2	-4.0	-23	2	1

9 successive records already listed, quoted:
SMILES	IDE inh	GalR3 antagonist	IDE act	NS3 helicase inh	IMP-1 inhibitor	VIM-2 inh	p-CIP stab down	CRFR2-BP antag	UBC9 SUMO inh
COc1cc(OC)c(OC)cc1CNc1cc(C)ccc1OC	1	-10	-1	-2	-2.0	-1.7	-13	18	-12
COc1cc(CC(=O)OCc2ccccc2F)cc(OC)c1OC	0	-4	5	-4	-3.1	0.5	0	5	4
CSc1n[nH]c(NC(C)=O)n1	-1	-3	0	3	-0.9	-0.6	8	-1	18
CC1(C)C(=O)Nc2ccccc2N1C(=O)Cn1ncc(Cl)c(Cl)c1=O	0	-4	2	47*	-1.8	-0.8	-27	-1	13
CC1CCc2cc(F)cc3c(=O)c(C(=O)O)cn1c23 (stereo unspecified)	-1	-1	7	-1	-2.6	0.3	3	11	-2
C(=N\N(c1ccccc1)c1ccccc1)/c1ccc(N2CCOCC2)s1	0	-3	5	10	-1.9	-6.6	-11	0	10
Cc1ccc(S(=O)(=O)N(C)c2cc(S(N)(=O)=O)c(C)cc2C)cc1	9	-4	-5	-4	-0.9	-1.9	-18	-18	10
COc1ccc(C(=O)NCc2cc(C(C)C)no2)cc1OC1CCN(C(C)C)CC1	-3	-7	3	-10	-1.7	-2.9	7	4	-2
Cc1nnc(NC(=O)CSc2ccc3nnc(-c4cccnc4)n3n2)s1	1	.	.	-16	-0.2	2.3	9	.	12

The list goes on.
SMILES	IDE inh	GalR3 antagonist	IDE act	NS3 helicase inh	IMP-1 inhibitor	VIM-2 inh	p-CIP stab down	CRFR2-BP antag	UBC9 SUMO inh
Cc1ccc2nc3sc(-c4nnc(-c5ccccc5[N+](=O)[O-])o4)c(N)c3cc2c1	.	.	.	10	-3.3	-1.8	-1	.	0
CCCN1CCN(C(=O)Nc2ccc(C(=O)OCC)cc2)CC1	-3	-4	5	-7	-2.9	-1.7	-4	-6	10
COc1ccccc1OCCNC(=O)c1cccc(S(=O)(=O)NCc2ccccc2)c1	-1	-5	6	.	.	.	.	-10	.
C=CCNC(=O)c1ccccc1NC(=O)c1ccccc1	0	-3	-3	-8	-0.9	-2.0	6	-14	-8
O=C(O)c1ccc2c(c1)C(=O)N(Cc1ccccc1)C2=O	1	-1	5	7	-3.3	0.1	-8	6	26
Cc1[nH]nc2c1C1(CCC(c3ccccc3)CC1)C(C#N)=C(N)O2 (stereo unspecified)	4	-7	1	-1	-2.9	3.1	2	-4	-23
Cc1ccc(S(=O)(=O)c2n[nH]n3c2nc(=O)c2ccccc23)cc1	-3	-5	0	6	-2.1	-2.1	1	18	35
O=[N+]([O-])c1cc(S(=O)(=O)NCCN2CCOCC2)ccc1Sc1nnnn1-c1ccccc1	3	1	5	-6	-2.9	-3.7	14	19	-5
COc1cccc(OCC(=O)N(C)Cc2nc(-c3ccccc3)no2)c1	-5	-6	8	0	0.3	0.5	-3	6	12
O=C(C1=C(O)C(=O)N(c2ccccc2)C1c1ccc([N+](=O)[O-])cc1)c1cccs1 (stereo unspecified)	4	-2	2	15	-1.1	-0.9	6	27	8
CCOc1ccc(CCNC(=O)COC(=O)/C=C/c2ccc(OC(F)F)c(OC)c2)cc1OCC	4	-2	-4	.	.	.	.	-4	.
COCCn1c(SCC(=O)NCc2ccccc2)nc2ccccc21	1	-6	2	8	-0.5	-1.9	-6	-15	1
COn1c(SC2CCCCC2)nc2ccccc2c1=O	2	0	3	-2	-2.8	-1.0	10	-18	2
CC1=NOC(=O)/C1=C\c1ccc(-c2ccc(Cl)c(C(=O)O)c2)o1	.	-5	-2	18	-3.6	0.8	-12	-15	28
CCOC(=O)C1CCCN(C(=O)c2cc(S(=O)(=O)N3CCCCCC3)ccc2OC)C1 (stereo unspecified)	-3	-7	3	.	.	.	.	13	.
COC(=O)N[C@H](CC(C)=O)c1ccccc1	4	.	.	1	-1.3	-0.7	-2	.	-6
COc1cccc(NC(=O)COC(=O)c2cccnc2)c1	6	-5	-1	0	-1.6	-3.4	7	2	-7
Cc1ccc(OCc2cc(C(=O)NCC3COCCO3)no2)cc1C (stereo unspecified)	2	0	-9	1	-1.6	-1.2	-23	-9	0
Cc1nc2cc(NC(=O)N3c4ccccc4CC3C)ccc2o1 (stereo unspecified)	-1	-7	-4	-1	0.5	-0.8	4	8	0
Cc1cc(=O)[nH]c(SCC(=O)NCC2CCCCC2)c1C#N	-4	-3	3	-4	-0.1	-1.1	2	1	10
CCn1cc(S(=O)(=O)N2CCN(c3ccc(Cl)cc3)CC2)cn1	1	-4	2	-3	-2.2	-1.7	7	5	4
Cc1ccc(S(=O)(=O)N2CCN(C(=O)C3=COCCO3)CC2)cc1C	-2	6	-3	14	-3.7	3.0	5	9	11
Cn1c(Cc2ccccc2)nnc1SCc1cc(=O)n2ccsc2n1	2	-6	-1	2	-1.4	-0.9	26	1	-5
O=C(CSc1ccccc1)N1CCN(S(=O)(=O)c2cccs2)CC1	0	-3	5	2	2.0	-0.5	-6	-1	12
CC(C)(CO)CNC(=O)CCc1nnc(C2(c3ccc(Cl)cc3)CCC2)o1	4	1	-4	3	-2.8	-2.9	-16	6	2
COc1cc2c(cc1NC(=O)C(C)NCc1ccccc1)oc1ccccc12 (stereo unspecified)	4	0	9	-24	-2.5	-1.5	-1	-46	-33
CC(C)Cn1cnc2c(=O)oc3ccccc3c21	3	0	-2	4	-4.3	-0.1	-12	-26	2
CC(C)N=C1SCC(C)(/C=N/O)S1 (stereo unspecified)	-1	-4	-2	-5	-1.2	0.2	-15	-13	32
Cc1sc2nc(CN3CCOCC3)nc(N3CCOCC3)c2c1C	-1	-4	1	-5	-2.1	-1.0	-9	1	19
O=C(CSc1nnc(-c2ccc(S(=O)(=O)N3CCCC3)cc2)o1)NCc1ccccc1	2	-6	3	5	-1.2	-6.2	4	14	10
Cc1ccc(OCCSc2ncccn2)c(C)c1	.	-6	5	4	-2.3	-3.4	-19	5	-7
CCCc1nnc(SCC(=O)Nc2ccc(Cl)cc2Cl)o1	2	-5	1	8	-1.4	-3.8	-11	14	1
CCN(CC)CCNC(=O)c1ccc(NC(=O)c2cccc(S(=O)(=O)Nc3ccc(C)cc3)c2)cc1	4	-5	2	-66	-1.7	-1.8	-1	-10	-1
Cc1nc(Nc2c(Cl)cccc2Cl)sc1C(=O)Nc1ccccc1	2	0	-2	-8	-5.0	-0.8	-4	3	-18
CC(NC(=O)Cn1nc(C(=O)O)c2ccccc2c1=O)C12CC3CC(CC(C3)C1)C2 (stereo unspecified)	6	-8	3	8	-1.8	0.3	1	-14	-2
CC(Cc1ccccc1)N1C(=O)c2cccc([N+](=O)[O-])c2C1=O (stereo unspecified)	5	-12	3	-6	0.5	-1.4	8	-2	-7
COc1cc(-n2nnnc2SC)c(OC)cc1Cl	0	-2	2	7	-3.2	-1.9	-4	-6	12
O=C(CNC(=O)c1ccc(-c2ccccc2)cc1)OCc1ccc(Br)cc1	.	-5	-3	-8	-0.9	-5.3	-9	2	-7
CCOC(=O)CSc1nc2cc(OCC)ccc2cc1C#N	10	-4	2	-2	-2.0	-1.4	-6	-11	12
CN1CCN(C(=O)Nc2cccc(-c3ccccc3)c2)CC1	-3	-1	9	2	0.7	-2.5	-5	16	10
Cc1ccc(NC(=O)C2CC(O)CN2C(=O)Oc2ccccc2)c(C)c1 (stereo unspecified)	-3	-5	2	-4	-0.1	-0.6	-10	-1	13
Cc1occc1C(=O)N1CCCC(N2CCN(c3ccccc3F)CC2)C1 (stereo unspecified)	-4	0	2	0	-0.5	-1.1	-3	-8	4
C=CCCC(=O)Nc1ccc(Br)cn1	8	-3	0	5	-2.4	2.2	-2	16	20
CC/C(=N\NC(=O)c1c(C)nc2ccccn12)c1ccc(Cl)cc1	1	-4	-2	2	-6.1	-5.1	-10	-8	-6
CCc1ccc(-c2nc(SCC(=O)N3CCOCC3)n[nH]2)cc1	0	2	-1	-2	-1.1	-0.9	9	-2	-20
CCN(CC)c1ccc(NC(=O)c2cc3ccccc3o2)c(C)c1	5	-5	5	1	-3.1	-3.3	3	-12	8
Cc1ccc(S(=O)(=O)N2CCOCC2)cc1C(=O)OCC(=O)c1c(N)n(C)c(=O)n(C)c1=O	3	0	-2	.	.	.	.	-18	.
O=C(NC1CCN(Cc2ccc(Cl)c(Cl)c2)CC1)c1ccccc1	6	-10	-3	-12	-3.7	-2.4	-8	-23	3
COc1ccc(NC(=O)N(C)C[C@H]2Oc3ccc(NC(=O)CCC(F)(F)F)cc3C(=O)N([C@H](C)CO)C[C@@H]2C)cc1	5	-5	1	.	.	.	.	-8	.
CCn1c(=S)[nH]c2sc3c(c2c1=O)CCCC3	4	-12	-1	17	-1.3	-3.3	4	4	-7
COc1ccc(C2=NO[C@@H]3C(=O)N(c4ccc5c(c4)OCCO5)C(=O)[C@H]23)cc1OC	-3	-3	1	0	-4.9	1.4	5	17	10
